# PLCg1 inh: inhibitors of human phospholipase C gamma1 | hit rate 0.84% among 370,000 | P19174 | inhibition, % at 12.2 µM | AID 720700 | purified PLC-gamma1, fluorogenic substrate, fluorescence; in the data active = inhibition above about 9.5%
# TDP2 absorb: TDP2 (human) inhibition, absorbance primary screen; AID 720702; inhibition, % at 12.8 µM; O95551; hit rate 0.34% among 370,000; recombinant TDP2, T5PNP hydrolysis, p-nitrophenol absorbance 415 nm;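 active = inhibition above the mean of all tested compounds plus 3 SD, set per campaign, cut at about 25% in these data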;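 note: 0% = DMSO with enzyme and 100% = buffer with substrate but no TDP2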
# Target sequence (O95551 whole entry, looked up): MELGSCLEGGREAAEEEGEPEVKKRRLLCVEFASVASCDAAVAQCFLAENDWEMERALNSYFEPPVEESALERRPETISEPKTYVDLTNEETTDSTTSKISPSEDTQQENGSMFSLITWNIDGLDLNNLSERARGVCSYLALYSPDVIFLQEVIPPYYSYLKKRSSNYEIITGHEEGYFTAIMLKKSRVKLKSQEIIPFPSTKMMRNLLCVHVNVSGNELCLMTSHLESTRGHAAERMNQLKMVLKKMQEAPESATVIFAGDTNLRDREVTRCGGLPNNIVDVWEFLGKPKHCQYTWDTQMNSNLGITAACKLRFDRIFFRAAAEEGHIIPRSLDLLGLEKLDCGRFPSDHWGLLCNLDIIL
#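 Test system: human TDP2 enzyme; Input: 120 nM TDP2 per well; Buffer or medium: Mg2+-containing Tris-HCl buffer, pH 7.5; Reagent: 5 mM T5PNP; Dosing: 12.8 µM single point, 1% DMSO; Incubation: reaction 2 h, 37 °C; Detection: p-Nitrophenol epi absorbance; Read-out: % inhibition relative to enzyme-containing and enzyme-free wells; Replicates: single well per compound.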
# PLC-beta3 inh: PLC-beta3 (human) inhibition, primary screen; Purified PLC-beta3, fluorogenic substrate, fluorescence; inhibition, % at 12.2 µM; hit rate 0.18% among 370,000; in the data active = inhibition above about 11%;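 note: 0% = median of compound wells on plate and 100% = full blocker control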
# DDE Tn6 FP inh: inhibitors of Tn6 peptide binding to human fibrin DD(E); Fibrin DD(E) TRITC-Tn6 fluorescence polarization displacement; inhibition, % at 8.3 µM; hit rate 0.21% among 370,000;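 active = inhibition above a per-campaign cutoff: mean of compounds within control limits plus 3 SD, cut at about 15% in these data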;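 note: 0% = median of all compound wells on the plate and 100% = blocking peptide control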
# ADAM17 inh: inhibitors of human ADAM17. AID 720648. recombinant ADAM17, EDANS/DABCYL FRET peptide cleavage. inhibition, % at 6.95 µM. P78536. hit rate 0.83% among 370,000;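 active = inhibition above the mean of compounds lying between control limits plus 3 SD, set per campaign, cut at about 8.5% in these data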;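 note: 0% = DMSO-only wells as the low control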
# SIAE inh: inhibitors of human sialic acid acetylesterase SIAE. hit rate 0.69% among 370,000. inhibition, % at 9.66 µM. AID 1053197. SIAE FP-Rh probe binding, fluorescence polarization;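 active = inhibition above a cutoff: mean of compounds within the control limits plus 3 SD of those, cut at about 17% in these data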;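 note: 0% = plate median of compound wells and 100% = probe without SIAE protein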
# ADAM10 inh: inhibitors of human ADAM10. O14672. recombinant ADAM10, EDANS/DABCYL FRET peptide cleavage, 3 h. inhibition, % at 7 µM. hit rate 0.62% among 370,000. AID 720582;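 active = inhibition above a per-campaign cutoff equal to the mean of compounds falling between control-based bounds plus 3 SD, cut at about 20% in these data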;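 note: 0% = DMSO wells while the 100% control is not disclosed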
# Target sequence (O14672 214-748 limits assumed): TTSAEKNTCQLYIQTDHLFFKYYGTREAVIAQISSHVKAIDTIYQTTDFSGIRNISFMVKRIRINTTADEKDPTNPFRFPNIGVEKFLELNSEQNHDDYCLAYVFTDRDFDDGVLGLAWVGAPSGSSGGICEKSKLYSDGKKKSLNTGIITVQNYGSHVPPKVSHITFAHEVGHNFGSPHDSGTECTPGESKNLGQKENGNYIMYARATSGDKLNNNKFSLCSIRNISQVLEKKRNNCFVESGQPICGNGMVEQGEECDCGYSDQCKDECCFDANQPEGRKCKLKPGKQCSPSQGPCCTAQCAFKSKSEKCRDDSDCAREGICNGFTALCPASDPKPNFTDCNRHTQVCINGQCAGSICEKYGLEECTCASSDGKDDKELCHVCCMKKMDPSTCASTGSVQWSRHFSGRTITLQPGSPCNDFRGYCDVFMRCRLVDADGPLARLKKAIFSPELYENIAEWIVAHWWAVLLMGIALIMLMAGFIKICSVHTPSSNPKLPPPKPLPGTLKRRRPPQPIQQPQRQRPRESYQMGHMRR
# ARFGAP1 inh: inhibits rat ARF GTPase activating protein 1; Q62848; Arfgap1-stimulated ARF1 GTP hydrolysis, GDP FP detection; inhibition, % at 16.5 µM; hit rate 0.26% among 360,000;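 active = inhibition above a per-plate limit, mean inhibition of low control wells plus 3 SD, cut at about 25% in these data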;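 note: 0% = DMSO wells with enzyme and 100% = wells lacking Arfgap1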
# Target sequence (Q62848 1-136 limits assumed): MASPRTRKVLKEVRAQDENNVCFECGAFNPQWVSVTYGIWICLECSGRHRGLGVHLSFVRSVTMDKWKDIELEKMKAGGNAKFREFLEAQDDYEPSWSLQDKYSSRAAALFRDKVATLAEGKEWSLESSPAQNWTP
#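 Assay system: Rat Arfgap1 GAP domain (His6, aa 1-136), purified enzyme | Buffer or medium: HEPES 25 mM pH 7.5, NaCl 150 mM, MgCl2, DTT | Schedule: GTP hydrolysis reaction 2 h at 25 °C | Signal: FP of antibody-bound GDP Alexa 633 tracer, ex 620/em 688 nm | Measure: Percent inhibition of Arfgap1-stimulated GTP hydrolysis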
# ASAP1 GAP inh: inhibitors of human ASAP1 ArfGAP activity; hit rate 0.19% among 360,000; ASAP1-stimulated ARF1 GTP hydrolysis, GDP FP detection; inhibition, % at 16.5 µM; in the data active = inhibition above about 25%;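 note: 0% = vehicle with enzyme and substrate and 100% = no enzyme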
# Tn7 DDE FP: DD(E)-Tn7 binding inhibition, primary FP screen. FP displacement of FITC-Tn7 peptide from fibrin DD(E); 0% = median of compound wells per plate. inhibition, % at 8.3 µM. AID 720508. hit rate 0.13% among 370,000. P02675;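 active = inhibition above the mean of compounds falling within the control limits plus 3 SD of them, cut at about 14% in these data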;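 note: 0% = plate median of compound wells and 100% = 10 µM Aha-Tn7 peptide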
#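 Also added: labelled Tn7 tracer, 0.1 µM; Assay system: human fibrin DD(E) protein; Amount: 2 µM fibrin DD(E); Schedule: 10 min compound pre-incubation, 3 h probe incubation at room temperature; Repeats: one replicate per compound; Read-out basis: percent inhibition; Measured by: fluorescence polarization of the labelled Tn7 tracer.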
# * = called active by the depositor; i = inactive; / = no result given.
SMILES,PLCg1 inh,TDP2 absorb,PLC-beta3 inh,DDE Tn6 FP inh,ADAM17 inh,SIAE inh,ADAM10 inh,ARFGAP1 inh,ASAP1 GAP inh,Tn7 DDE FP
CC(C)CN(C(=O)CN1CCN(S(=O)(=O)c2ccccc2)CC1)c1c(N)n(CC(C)C)c(=O)[nH]c1=O,2,-14,2,12,-1,-5,-5,4,8,0
CC(=O)N(C(C)=O)c1cccc2c(N(C(C)=O)C(C)=O)cccc12,1,-6,-3,-2,1,-1,3,13,13,4
CCc1ccc(NC(=O)CCc2c(C)nn(-c3ccc(N4CCOCC4)nn3)c2C)cc1,-5,16,-12,-5,-2,-4,-7,-9,4,-4
Cn1c(N)c(S(=O)(=O)N2CCN(c3ccccc3)CC2)c(=O)n(C)c1=O,-1,6,-3,-9,-2,4,-9,-3,9,1
CCS(=O)(=O)N1CCN(CC(=O)NC2CCCCC2)CC1,0,2,-8,4,-3,-2,-7,-4,-3,3
O=C(NNC(=O)c1ccc[nH]1)Nc1cccc(C(F)(F)F)c1,-1,11,-9,1,-3,-3,-9,1,-7,2
S=C1NCN(Cc2cccnc2)CN1Cc1ccccc1,3,-4,-2,-1,-2,0,15,17,8,-11
C=CCN1C(=O)[C@H](CC(=O)NCC23CC4CC(CC(C4)C2)C3)[C@@]2(C(=O)OC)CCCCC=C12,1,-3,4,0,-1,9,-1,/,/,4
COCCNC(=O)c1ccccc1-c1nc(-c2ccccc2Cl)no1,0,-1,3,6,-1,-2,5,6,-4,1
NC(=O)C(C(=O)/C=C/c1ccc(Cl)cc1)=C1SCCS1,3,14,-6,6,1,-4,7,17,12,2
COc1cc2c(cc1OC)C(c1cccs1)N(C(=O)c1ccncc1)CC2 (stereo not drawn),3,-10,1,1,1,4,3,-2,7,0
Cc1ccc(NC(=O)/C=C/c2ccc([N+](=O)[O-])s2)cc1,-11,-2,-12,18*,0,5,1,-8,4,3
COc1ccc2cc(CCN3C(=O)c4ccccc4C3=O)c(=O)[nH]c2c1,1,5,1,-3,-3,1,-18,1,-8,-8
CCNc1cc2n(c(=O)n1)CCc1cc(OC)c(OC)cc1-2,-128,2,-203,7,-90,5,-302,15,-5,0
COc1ccc(CNC(=O)C2=CC(c3ccc(OC)cc3)=NS(=O)(=O)N2C)cc1,-31,-9,-39,-6,4,2,-3,6,7,-1
O=C(CSc1nnc(-c2ccccc2)o1)NC(=O)Cc1ccccc1,-1,4,-8,-6,-2,6,-9,-12,-6,-7
C[C@H]1CCC(=O)N([C@H](CSc2ccc(Br)cc2)Cc2ccccc2)CC1,1,7,1,3,0,-6,-4,-8,10,-8
Cc1ccc(-n2ncc3c(=O)n(CC(=O)N4CCN(C(=O)c5ccco5)CC4)cnc32)cc1,-2,4,-7,-3,-2,-5,-6,9,-8,0
Nc1c(-c2ccc(F)cc2)nc2ncccn12,-22,5,-24,2,-7,8,-20,-6,1,-1
Cc1cc(C)cc(OCC(=O)O/N=C(\N)c2ccccn2)c1,1,8,-1,-3,-5,0,11,9,4,-1
CS(=O)(=O)N1c2ccccc2[C@@]2(Br)C[C@H]3C(=O)N[C@@H](Cc4ccccc4)C(=O)N3[C@@H]12,1,-9,1,-1,3,-5,10,-4,1,-2
Cc1ccc(C(=O)CC2(O)C(=O)N(Cc3ccccc3Cl)c3ccccc32)o1 (stereo not drawn),2,-9,3,0,-8,10,-5,-12,4,0
O=C(NCCCO)c1c(O)c2cccc3c2n(c1=O)CCC3,-4,3,-8,7,-13,-1,-37,16,0,-5
CSc1ccccc1OCc1cc(C(=O)N2CCN(c3ccccc3)CC2C)no1 (stereo not drawn),1,1,-8,-6,4,2,2,2,2,-3
O=S(N1CCc2ccccc21)C12CC3CC(CC(C3)C1)C2 (stereo not drawn),4,-15,-3,-9,0,23*,12,2,8,-1
# Carrying on:
SMILES,PLCg1 inh,TDP2 absorb,PLC-beta3 inh,DDE Tn6 FP inh,ADAM17 inh,SIAE inh,ADAM10 inh,ARFGAP1 inh,ASAP1 GAP inh,Tn7 DDE FP
Cc1nc2c(C)cccn2c(=O)c1NC(=O)c1ccco1,-3,4,-4,-3,-3,-3,-30,14,9,-2
COc1ccc(NC(=O)c2cccs2)cc1O,2,9,2,4,-3,3,-1,7,-9,2
O=C(Nc1ccccc1)c1cn2ccccc2n1,-2,10,1,0,-1,18*,0,3,-3,1
CCc1cccc(NC(=O)CCCSc2nc3ccccc3[nH]2)c1,1,-8,2,0,4,-2,9,3,5,2
CC(=O)Nc1ccc(NC(=O)CSc2ccc(-c3ccc4c(c3)OCO4)nn2)cc1,4,-11,4,2,-3,3,0,5,6,3
Cc1ccc(C(=O)NCC(=O)NCC(=O)OCC(=O)c2ccc(F)cc2)cc1,13*,-7,-11,-10,-2,0,-10,10,-8,-1
COC(=O)C(CC(=O)c1ccc(C)cc1)n1nc(C)cc1C (stereo not drawn),1,-1,-5,-2,-3,1,-6,5,12,-1
O=[N+]([O-])c1cccc(CP(=O)(c2ccccc2)c2ccccc2)c1,0,1,1,-5,0,2,4,4,-10,3
C/C(=N/N=C(/C)c1cccs1)c1cccs1,-2,-1,-7,6,-5,-4,7,-5,-13,7
COc1cc(-c2cc(O)c(-c3ccc4ccccc4n3)c(=O)[nH]2)cc(OC)c1OC,-120,-5,-159,3,-4,-3,-30,-9,12,-3
O=S(=O)(c1ccccc1)N1CCCc2nc(-c3ccccc3)ccc21,-2,6,-3,4,0,0,5,-6,-9,-5
O=C(NCCCc1ccccc1)c1cc(COc2c(F)cccc2F)on1,-1,12,-10,7,5,-3,1,-3,-5,-4
Cc1cc(S(=O)(=O)Nc2ccc(F)cc2)c(C)s1,3,9,1,4,-3,3,2,1,1,6
Cc1nc(NC(=O)c2cc3c(C)nn(-c4ccccc4)c3s2)sc1C(=O)Nc1ccccc1,-6,-11,-7,-8,1,-21,2,5,-9,-1
Cc1ccc(C(C)C)c(OCCCCCN2CCOCC2)c1,2,8,-4,1,1,4,-3,8,9,-5
COc1ccc([N+](=O)[O-])cc1CN1CCN(c2ncc(Cc3ccccc3)cn2)CC1,-44,0,4,-2,0,10,0,26*,-4,8
COc1ccc(C2=NOC(Cn3nc(C(=O)NCc4ccc5c(c4)OCO5)cc3-c3ccccc3)C2)cc1 (stereo not drawn),5,-5,4,-8,6,-15,12,7,-18,7
COc1ccc(CN2CC(=O)N(c3cccc(Cl)c3)C2=S)cc1OC,4,-10,-2,-1,2,-3,11,16,-13,-2
COc1ccc(C2/C(=C(/O)c3ccc4c(c3)CC(C)O4)C(=O)C(=O)N2CCCn2ccnc2)cc1OC (stereo not drawn),-1,2,-4,1,1,-6,4,3,-1,5
CCc1nnc(NC(=S)Nc2ccccc2)s1,0,-2,-2,-5,-3,-6,19,7,-8,1
COc1ccc(NC(=O)CSc2nc3c(c(=O)n2-c2ccccc2OC)SCC3)cc1,2,-10,7,-3,8,-4,6,4,4,-3
CC(=O)Nc1ccc(Cc2nc3ccccc3[nH]2)cc1,-1,5,2,3,-2,-4,8,3,7,-2
O=C(NC1CCCCC1)c1cc(Cl)ccc1[N+](=O)[O-],3,4,2,4,-5,-3,-8,0,12,5
CC(=O)c1cccc(N2Cc3ccccc3C2=NC(=O)CCl)c1,-3,-9,-8,-11,0,-1,0,-11,6,-2
COc1ccc(C2CC(c3ccccc3)=NN2C(=O)COC(=O)c2cccnc2Cl)cc1 (stereo not drawn),3,-4,0,-4,8.9*,-4,20*,6,-2,-4

# Three compounds from above, sorted by their value in SIAE inh, highest first.
Molecule	PLCg1 inh	TDP2 absorb	PLC-beta3 inh	DDE Tn6 FP inh	ADAM17 inh	SIAE inh	ADAM10 inh	ARFGAP1 inh	ASAP1 GAP inh	Tn7 DDE FP
O=C(Nc1ccccc1)c1cn2ccccc2n1	-2	10	1	0	-1	18*	0	3	-3	1
CC(=O)Nc1ccc(NC(=O)CSc2ccc(-c3ccc4c(c3)OCO4)nn2)cc1	4	-11	4	2	-3	3	0	5	6	3
O=[N+]([O-])c1cccc(CP(=O)(c2ccccc2)c2ccccc2)c1	0	1	1	-5	0	2	4	4	-10	3

# (continued)
SMILES,PLCg1 inh,TDP2 absorb,PLC-beta3 inh,DDE Tn6 FP inh,ADAM17 inh,SIAE inh,ADAM10 inh,ARFGAP1 inh,ASAP1 GAP inh,Tn7 DDE FP
CC1Cc2[nH]c(=S)[nH]c(=O)c2C(C)O1 (stereo not drawn),8,3,-4,-6,1,-1,5,-9,2,3
CCOC(=O)N1CCN(S(=O)(=O)N2CCCC(C(=O)NCCc3ccc(C)cc3)C2)CC1 (stereo not drawn),-1,5,-3,1,-3,-7,4,-1,3,9
O=C(NCc1cccs1)c1cc(-c2ccccc2)nn1CC1CC(c2cccnc2)=NO1 (stereo not drawn),3,-3,1,-1,0,10,-1,6,-6,2
O=C(CCN1C(=O)NC2(CCCC2)C1=O)Nc1ccc(-c2nc3ccccc3s2)cc1,-109,-6,-148,-2,-190,-12,i,10,3,6
Cc1cccc(C)c1NC(=O)C1(C)CSCC(=O)N1C1CCN(Cc2ccccc2)CC1 (stereo not drawn),2,-1,1,-3,-3,0,-14,2,5,-8
Cc1nn(-c2ccccc2)c(Cl)c1/C=N/NC(=O)c1[nH]ncc1Br,1,-11,-5,-8,4,-4,-2,9,1,-3
Cc1sc(NC(=O)c2cc3ccccc3oc2=O)c(C(=O)OC(C)C)c1-c1ccccc1,-3,10,1,-3,-4,7,0,0,-11,-4
COc1ccc(OCC(=O)N2N=C(C)CC2(O)C(F)(F)F)cc1 (stereo not drawn),1,2,-6,8,-3,9,0,-10,-10,3
CCOC(=O)/C=C1\SCC(=O)N1CC(=O)NCCOC,-2,3,-1,-15,-2,0,-2,-8,12,7
CN(Cc1ccccc1)C(=O)c1cccc(NC(=O)Cc2cccc(NC(=O)C3CCN(C(=O)C4CCC4)CC3)c2)c1,-1,10,0,-4,0,-3,-1,-4,12,-4
CCOc1ccc(CN2CCN(Cc3cnc(-c4ccccc4)s3)CC2CCO)cc1 (stereo not drawn),3,-11,-1,0,-6,-6,-2,-1,-1,-2
O=C(Nc1cccc(-n2cnnn2)c1)c1cc(Cl)ccc1Cl,3,-3,-6,-1,-1,7,3,14,0,2
Cc1ccc(C)c(NC(=S)NC23CN4CN(CN(C4)C2)C3)c1,1,-7,-3,3,5,0,-2,-13,-2,-3
Cc1ccc(CNC(=O)c2ccc3c(=O)n(CCCN4CCCC4=O)c(=S)[nH]c3c2)cc1,-4,-1,-1,1,-3,1,6,8,4,2
CCOc1ccc(C(=O)NCCc2cnc[nH]2)cc1,0,-2,-4,2,-5,3,2,-2,-3,4
COC(=O)c1ccc(Cl)c(S(=O)(=O)N2CCCC2)c1,-5,2,-1,-3,-3,3,0,-1,-5,6
